Source: PubChem BioAssay
RXFP1 antagonist – qHTS Assay for Antagonists of the Relaxin Receptor RXFP1; 0.59% of 350,000 active; activity change, negative = inhibition, % at 57.5 µM; HEK293-RXFP1, relaxin-stimulated cAMP HTRF, 30 min; active compounds read low; AID 1259400, 2018;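 active = activity change of -60% or lower, but not beyond a set lower limit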; also: % is scaled to controls: 0 for no effect and ±100 for the full control effect
Target sequence (Q9HBX9 whole entry, looked up): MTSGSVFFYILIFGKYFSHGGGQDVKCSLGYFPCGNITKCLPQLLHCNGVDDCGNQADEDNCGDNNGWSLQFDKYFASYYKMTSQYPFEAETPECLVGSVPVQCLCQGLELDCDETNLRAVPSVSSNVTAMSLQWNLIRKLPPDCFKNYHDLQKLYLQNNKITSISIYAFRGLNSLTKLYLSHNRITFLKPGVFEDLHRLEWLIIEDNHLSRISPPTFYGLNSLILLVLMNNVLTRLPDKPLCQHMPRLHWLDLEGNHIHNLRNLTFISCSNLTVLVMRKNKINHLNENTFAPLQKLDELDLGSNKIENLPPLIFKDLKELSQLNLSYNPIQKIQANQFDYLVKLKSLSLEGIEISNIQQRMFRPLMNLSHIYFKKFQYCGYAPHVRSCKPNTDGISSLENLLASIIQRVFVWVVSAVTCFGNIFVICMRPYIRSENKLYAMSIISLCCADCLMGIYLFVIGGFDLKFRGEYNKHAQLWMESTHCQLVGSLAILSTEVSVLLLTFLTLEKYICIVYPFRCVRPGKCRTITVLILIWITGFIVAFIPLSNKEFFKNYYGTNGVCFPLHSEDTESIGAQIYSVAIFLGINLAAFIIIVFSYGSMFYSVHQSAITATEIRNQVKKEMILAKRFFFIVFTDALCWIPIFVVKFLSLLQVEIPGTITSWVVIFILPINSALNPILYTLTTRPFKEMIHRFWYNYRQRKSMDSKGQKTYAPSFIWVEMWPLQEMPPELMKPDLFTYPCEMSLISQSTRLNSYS
D2 agonist – HTS Assay for Allosteric Agonists of the Human D2 Dopamine Receptor: Primary Screen for Agonists | 0.53% of 340,000 active | AID 485358, 2010 | activation, % at 2 µM | HEK293 T-REx D2 cells, calcium flux agonist mode | D(2) dopamine receptor (Homo sapiens), P14416;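 active = activation over 3 SD above normal in the single-dose calcium agonist read, cut at about 30% in these data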; also: 0% is about no effect
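HEK293 Trex D2 cells, tetracycline-induced, o/n 30 C 5% CO2; no-wash Ca dye, RT 30–90 min; 10-cycle baseline, 23 nl cpd added, kinetic Ca read 180 s; agonist hits = positive Ca response.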
D1 antag – Antagonist of Human D 1 Dopamine Receptor: qHTS; activity change, negative = inhibition, % at 10 µM; D(1A) dopamine receptor (Homo sapiens), P21728; AID 504652, 2011; HEK293 TREx D1 cells, calcium flux, dopamine EC80; active compounds read low; 3.2% of 360,000 active; in the data active = activity change below about -30%; also: % is scaled to controls: 0 for no effect and ±100 for the full control effect
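Allosteric or orthosteric antagonism assessed as attenuation of the calcium response to EC80 dopamine, added 180 s after compound, in induced HEK293 Trex D1 cells loaded with no-wash calcium dye.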
TRHR PAM – qHTS for Small Molecule Agonists and Allosteric Enhancers of Human TRH Receptor: Primary Screen for Enhancers | enhancement, % at 2 µM | 0.66% of 360,000 active | Thyrotropin-releasing hormone receptor (Homo sapiens), P34981 | TRHR cells, fluo-8 calcium fluorescence, EC20 TRH enhancement | AID 493056, 2011; in the data active = enhancement above about 30%; also: 0% is about no effect
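Enhancer read-out: after compound pinning and an initial kinetic agonist-mode read, an EC20 of TRH (10 nM final) was injected and fluo-8 calcium signal (Ex 480/Em 530) followed at 1 s/cycle for 100 cycles in TRHR-expressing cells.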
TRHR agonist – qHTS for Small Molecule Agonists and Allosteric Enhancers of Human TRH Receptor: Primary Screen for Agonists; Thyrotropin-releasing hormone receptor (Homo sapiens), P34981; TRHR cells, calcium flux fluo-8, FDSS agonist mode; activation, % at 2 µM; 0.18% of 360,000 active; AID 493084, 2011; also: 0% is about no effect
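Fluo-8-loaded TRHR cells; 10 s baseline, compound added, kinetic Ca2+ fluorescence read 1/s, agonist mode.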
D2 potentiator – HTS Assay for Positive Allosteric Modulators of the Human D2 Dopamine Receptor: Primary Screen for Potentiators; D(2) dopamine receptor (Homo sapiens), P14416; HEK293 T-REx D2, calcium flux, EC20 dopamine potentiation; potentiation, % at 10 µM; 0.34% of 340,000 active; AID 485347, 2010;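 active = potentiation over 3 SD above the plate norm, cut at about 30% in these data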; also: 0% is about no effect
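Primary screen. Calcium kinetics in induced HEK293 T-REx D2 cells: compound pre-addition 180 s, EC20 dopamine, 180 s more.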
D2 antagonist – HTS Assay for Allosteric Antagonists of the Human D2 Dopamine Receptor: Primary Screen for Antagonists. inhibition, % at 10 µM. 2% of 340,000 active. HEK293 TREx D2 cells, calcium flux, dopamine EC80; in the data active = inhibition above about 30%; also: 0% is about no effect
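Tetracycline-induced HEK293 TREx cells expressing D2 receptor forced-coupled to calcium signalling, loaded with no-wash calcium dye. Compounds added and calcium flux read 180 s, then dopamine added at EC80 and read a further 180 s.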
D1 PAM – Potentiators of Human D1 Dopamine Receptor: qHTS. potentiation, % at 10 µM. 0.036% of 360,000 active. HEK293 TREx D1 cells, calcium flux, dopamine EC20 potentiation. D(1A) dopamine receptor (Homo sapiens), P21728; in the data active = potentiation above about 30%; also: 0% is about no effect
D1 ag – Allosteric Agonists of the Human D1 Dopamine Receptor: qHTS; HEK293 T-REx D1 cells, calcium flux, agonist mode; activation, % at 2 µM; 1% of 360,000 active; AID 504660, 2011; also: 0% is about no effect
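Inducible HEK293 T-REx D1 cells, force-coupled to calcium signalling, were plated at 4000 cells/well with tetracycline and held overnight at 30 C. After no-wash calcium dye loading, compound-evoked calcium rise over 180 s flagged agonists.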
Starred values were filed as active, the others as inactive; . = not tested or not shown. Rule as the data show it, unless noted: active = activation above about 30%; inactive = the rest.

nr	compound	D1 PAM	D2 antagonist	D1 antag	TRHR agonist	D2 agonist
1	CC1CCCCC12NC(=O)N(CC(=O)NC(=O)Nc1ccc3c(c1)OCCO3)C2=O (stereo not drawn)	-2	-13	-1	-0.1	0.2
2	COc1ccc(O)c(CN2CCCC(C(=O)Nc3cccc(-n4cccn4)c3)C2)c1 (stereo not drawn)	-7	13	-68*	-0.4	-0.7
3	CCCCNC(=O)CC1S/C(=N/N=C/c2ccc(OC)cc2)NC1=O (stereo not drawn)	5	5	-11	0.6	-0.4
4	CC(=O)Nc1ccc(S(=O)(=O)NCC(=O)OCC(=O)Nc2sccc2C(N)=O)cc1	0	0	6	-1.3	-2.4
5	Cc1cc(Cl)c(S(=O)(=O)Nc2ccc(Cl)cn2)cc1OCC(N)=O	-6	-1	4	0.8	-0.7
6	COc1cc(NC(=S)Nc2cccnc2)cc(OC)c1	5	-14	-2	0.0	-0.3
7	CCCNC(=S)Nc1ccc(Br)cc1	-8	13	-12	-0.1	-0.2
8	CCOc1ccc(CN(C)C(=O)CNC(=O)c2ccccc2)cc1	-1	-7	5	-0.3	-0.5
9	CC(=O)Nc1cccc(N=NN2CCCCC2)c1	-2	-7	-1	0.2	0.5
10	Cc1ccc(N2CCN(C(=O)c3nn(C)c4c3CSc3ccccc3-4)CC2C)cc1 (stereo not drawn)	0	.	6	0.2	1.3
11	Cn1cnnc1SCc1ccccc1	-2	-7	-1	1.0	0.6
12	c1ccc(Cn2ccnc2-c2ccco2)cc1	-8	.	-9	0.1	.
13	CCN(C(=O)COC(=O)c1oc2ccc(OC)cc2c1C)C1CCCCC1	-2	.	-5	0.1	.
14	CN(c1ccccc1)S(=O)(=O)c1cccc2ccccc12	-3	-2	8	-0.5	1.5
15	O=c1[nH]c(=S)[nH]nc1Cc1ccc(Cl)c(Cl)c1	-3	-2	-25	0.6	-0.6

nr	TRHR PAM	D2 potentiator	D1 ag	RXFP1 antagonist
1	-3	-8	1	0
2	2	-22	4	-6
3	5	15	3	-20
4	-1	1	1	8
5	4	19	0	-13
6	8	-18	3	-17
7	0	0	9	-6
8	0	4	2	15
9	4	-4	1	10
10	0	-1	-1	3
11	3	5	1	.
12	-8	-2	2	0
13	2	.	1	-32
14	-10	12	1	-3
15	9	11	10	-18

The last three compounds of the part before come first, to join the parts.
nr	compound	D1 PAM	D2 antagonist	D1 antag	TRHR agonist	D2 agonist
13	CCN(C(=O)COC(=O)c1oc2ccc(OC)cc2c1C)C1CCCCC1	-2	.	-5	0.1	.
14	CN(c1ccccc1)S(=O)(=O)c1cccc2ccccc12	-3	-2	8	-0.5	1.5
15	O=c1[nH]c(=S)[nH]nc1Cc1ccc(Cl)c(Cl)c1	-3	-2	-25	0.6	-0.6
16	N=c1c2c(ncn1CCN1CCOCC1)Oc1ccc3ccccc3c1C2c1ccccc1 (stereo not drawn)	-6	0	3	-0.2	-0.2
17	CCOC(=O)c1cc2occc2n1CC(=O)N1CCCc2ccccc21	2	-4	3	-1.2	0.6
18	COC(=O)c1ccccc1NC(=O)COC(=O)CO/N=C(\C)c1ccc2c(c1)OCO2	0	-14	-31*	0.7	0.8
19	Cc1ccc(/C=C/c2ccc(=O)n(Cc3ccc(Cl)cc3Cl)n2)cc1	-10	4	-19	-0.1	0.1
20	CN1CCN(/N=C2/C(=O)Nc3ccc([N+](=O)[O-])cc32)CC1	-4	-16	6	1.4	1.6
21	Cc1cc(C)cc(OCC(=O)Nc2nonc2-c2ccc(Br)cc2)c1	-1	.	-14	-1.0	-1.5
22	Cc1csc(NC(=O)c2ccc(S(=O)(=O)N3CCN(C)CC3)cc2)n1	-11	-5	-1	0.1	-0.1
23	O=C(NCc1ccc2c(c1)OCO2)c1ccc(CSCc2ccc(Cl)cc2)o1	-2	5	-34*	0.6	1.0
24	CCOC(=O)c1cccc(NC(=O)CCn2nnc3ccccc32)c1	-8	12	-20	-1.2	0.1
25	COc1ccc(NC(=O)C2CCCN(c3cnccn3)C2)cc1 (stereo not drawn)	-6	13	-12	0.2	0.1
26	COc1ccc(-c2csc(N)n2)cc1	-6	11	-26	-0.4	-0.6
27	CCOc1ccc(C(=O)NNC(=O)CCNC(=O)c2ccco2)cc1OC	-2	-17	6	0.6	0.7
28	COc1cc(C(=O)NCC(=O)OCc2cc(=O)oc3c(C)c(C)ccc23)cc(OC)c1OC	-3	.	9	0.1	.
29	CN(C)NC(=O)c1ccsc1NC(=O)c1ccc(S(=O)(=O)N2CCCC2)cc1	-3	1	6	0.4	1.5
30	Cc1ccc(C(C)(C)NC(=O)C2CCC(=O)N(CC3CCCCC3)C2)cc1 (stereo not drawn)	-2	-3	-9	0.0	-0.4

nr	TRHR PAM	D2 potentiator	D1 ag	RXFP1 antagonist
13	2	.	1	-32
14	-10	12	1	-3
15	9	11	10	-18
16	1	-6	0	-9
17	-11	0	5	4
18	-7	5	7	-8
19	6	36*	-1	24
20	1	1	2	1
21	5	6	-1	2
22	-2	1	5	-9
23	1	-2	17	-12
24	6	-1	3	-8
25	-6	-18	1	-2
26	-4	11	5	-10
27	5	14	3	-1
28	2	.	4	4
29	0	3	1	-10
30	2	2	4	-18

Additional records.
nr	compound	D1 PAM	D2 antagonist	D1 antag	TRHR agonist	D2 agonist
31	COc1c(C)cc(S(=O)(=O)N2CCOCC2)c(C)c1C	3	3	9	-0.9	-1.8
32	COC(=O)c1ccc(NS(=O)(=O)N(C)C)cc1	0	-1	-6	0.0	0.9
33	COc1cccc(C(c2nnnn2CCc2ccccc2)N2CCN(c3ccccc3)CC2)c1OC (stereo not drawn)	1	-12	-2	0.4	0.9
34	CC(=O)c1ccc(N2CCN(S(=O)(=O)c3ccc4c(c3)CC(C)N4C(C)=O)CC2)cc1 (stereo not drawn)	-4	5	-48*	-0.3	0.7
35	CCS(=O)(=O)N1CCc2cc(C(=O)N3CCN(c4ccccc4OC)CC3)ccc21	0	.	-5	-0.3	-1.7
36	COc1cc(C)ccc1OCCOCCOc1ccccc1[N+](=O)[O-]	-7	-3	-16	-1.3	-0.9
37	Cc1ccc(NS(=O)(=O)c2cccc3nsnc23)cc1C	-6	-21	-5	-0.8	-1.7
38	CC1(C)NC(=O)N(Cc2cc(=O)n3ccsc3n2)C1=O	1	6	3	-0.3	-0.4
39	CCC(C(=O)NCCc1ccco1)n1nc(C)c2c(C)n(-c3ccccc3)nc2c1=O (stereo not drawn)	3	-12	24	-0.7	-1.1
40	CC(=O)N(C)c1ccc(N=Cc2c(O)ccc3ccccc23)cc1	-4	21	-7	0.0	0.6
41	O=S(=O)(c1cccc2nsnc12)N1CCNCC1	-4	15	-24	-0.3	0.1
42	Ic1ccc(N2CCN(Cc3c[nH]c4ncccc34)CC2)cc1	-3	0	-2	-0.7	1.7
43	CCOC(=O)N1CCN(C(=O)CN(c2cccc(C(F)(F)F)c2)S(=O)(=O)c2ccccc2)CC1	-2	-8	14	-0.5	-0.8
44	O=C(NC1CCCCC1)C(c1ccco1)N(Cc1cccs1)C(=O)Cn1nnc2ccccc21 (stereo not drawn)	1	-13	-17	-0.7	0.1
45	CCOc1cc(N2CCOCC2)c(OCC)cc1NC(=O)c1ccc(OC(C)C)cc1	-2	-2	-13	-0.6	-0.6

nr	TRHR PAM	D2 potentiator	D1 ag	RXFP1 antagonist
31	0	-7	1	-5
32	-1	10	1	2
33	-3	-21	4	1
34	-8	-1	11	-8
35	5	4	-1	.
36	-3	-8	3	17
37	-2	0	0	1
38	-5	0	1	-11
39	-5	-1	0	-11
40	-4	-5	-1	2
41	6	15	3	-7
42	2	13	-1	.
43	-30	7	3	-4
44	9	0	7	-3
45	1	-6	4	-10

The results go on.
nr	compound	D1 PAM	D2 antagonist	D1 antag	TRHR agonist	D2 agonist
46	COc1ccc(-c2noc(CSc3ccccc3)n2)cc1OC	-2	4	-25	1.1	1.8
47	O=C(CSc1nnnn1-c1ccc2c(c1)OCCO2)OC1CCCCC1	-2	0	-13	-0.1	-0.5
48	Cc1nn(C)cc1/C=N/NC(=O)c1ccco1	1	-1	-12	-0.5	0.9
49	O=C(NC(=O)c1ccccc1)Nc1ccccc1	-6	0	6	-0.2	-0.5
50	CC(O)[C@H](NC(=O)C1(c2ccccc2)CCN(C(=O)OC(C)(C)C)CC1)C(=O)O (stereo partly drawn)	7	-9	-2	-0.4	-0.3
51	CCC(=O)N(C1=C(NC)C(=O)c2ccccc2C1=O)C(C)C	-4	10	16	0.1	-0.3
52	COc1ccccc1CC1(C)NC(=O)N(CC(=O)N2CCc3ccccc3C2)C1=O (stereo not drawn)	-10	-13	4	-0.5	1.2
53	COc1cccc(C(C(=O)NC2CCCC2)N(C(=O)c2ccco2)c2ccc(C(C)=O)cc2)c1OC (stereo not drawn)	-2	10	7	-0.3	-1.2

nr	TRHR PAM	D2 potentiator	D1 ag	RXFP1 antagonist
46	-1	0	18	4
47	6	7	20	3
48	3	4	3	-15
49	-3	0	6	-7
50	11	15	0	-8
51	-4	-3	2	9
52	-10	1	0	2
53	3	16	3	4

The order is random. About 7.1% of those tested had a hit in this group.
